# Giardia killer: Giardia lamblia killing. Giardia lamblia trophozoite viability. hit rate 0.15% among 340,000. activity change, % at 7.66 µM, hits read low; in the data active means activity change below about -80%; inconclusive means between about -30% and that limit;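 further: parasites exposed to compound for two days anaerobically before the ATP read; on the % scale 0 is the no-effect control and ±100 the full control effect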
#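 Viability, read as ATP luminescence: trophozoites at 100 cells/well, compound added, 48 hrs anaerobic at 37 deg C, then 15-30 min room-temperature development before reading.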
# CXXC DNA block: inhibitors of human MLL CXXC domain-DNA interaction | MLL-CXXC / FITC-HOXA9 DNA fluorescence polarization | Potency, µM (series often up to 115 µM), for inactives: at the highest dose activity change, negative = inhibition, most hits filed as inhibitors | hit rate 0.037% among 290,000; active means well fitted inhibition curve with a large enough effect in the polarisation, with a control signal flat, not every such curve was filed as active; inconclusive means small, poorly fitted or top-dose-only effect, or effect the other way, or a change in a side signal; inactive means no such curve, though single readings can be large or run the other way; the % refers to the polarisation; further: potency means the concentration at half of the fitted maximal effect
#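 Steps: dispense CXXC domain solution (7 uM) → pin compounds or unlabeled HOX-A9 DNA control → 5 min ambient → add FLSN-HOX-A9 solution (50 nM) → spin → 30 min ambient → fluorescence polarization. Tris pH 7.5/NaCl/DTT/BSA buffer.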
# KCNH2 3.1 block: inhibitors of human KCNH2 3.1 potassium channel isoform; U2OS KCNH2 3.1, thallium flux FluxOr; active compounds read low; activity change, % (tested at about 1.8 µM); hit rate 0.95% among 340,000;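 active means maximum activity change below -70%; inconclusive means maximum activity change from -70% to -50%; inactive means maximum activity change above -50%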;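 further: thallium influx rate constant from kinetic fluorescence after stimulation buffer; on the % scale 0 is the no-effect control and ±100 the full control effect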
#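 Virally transduced U2OS (3.1 isoform, 4 h infection in dark at RT) → overnight 37 C → FluxOr + Red40 in HBSS/HEPES, 45 min → stimulation buffer, 2 min kinetic read → rate constant vs DMSO controls.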
# USP2a inh: USP2a (human) protease inhibition | O75604 | USP2 core, Ub-CHOP2 coupled fluorogenic reporter, 485/531 | Potency, µM (highest dose often 38.3 µM), for the others: at the top dose activity change, negative = inhibition, hits mostly inhibitors | hit rate 0.01% among 330,000 | AID 463254;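 further: potency means the concentration at half of the fitted maximal effect; plate controls were DMSO wells for no effect and full inhibition by NEM control for full effect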
# Target sequence (O75604 whole entry, looked up): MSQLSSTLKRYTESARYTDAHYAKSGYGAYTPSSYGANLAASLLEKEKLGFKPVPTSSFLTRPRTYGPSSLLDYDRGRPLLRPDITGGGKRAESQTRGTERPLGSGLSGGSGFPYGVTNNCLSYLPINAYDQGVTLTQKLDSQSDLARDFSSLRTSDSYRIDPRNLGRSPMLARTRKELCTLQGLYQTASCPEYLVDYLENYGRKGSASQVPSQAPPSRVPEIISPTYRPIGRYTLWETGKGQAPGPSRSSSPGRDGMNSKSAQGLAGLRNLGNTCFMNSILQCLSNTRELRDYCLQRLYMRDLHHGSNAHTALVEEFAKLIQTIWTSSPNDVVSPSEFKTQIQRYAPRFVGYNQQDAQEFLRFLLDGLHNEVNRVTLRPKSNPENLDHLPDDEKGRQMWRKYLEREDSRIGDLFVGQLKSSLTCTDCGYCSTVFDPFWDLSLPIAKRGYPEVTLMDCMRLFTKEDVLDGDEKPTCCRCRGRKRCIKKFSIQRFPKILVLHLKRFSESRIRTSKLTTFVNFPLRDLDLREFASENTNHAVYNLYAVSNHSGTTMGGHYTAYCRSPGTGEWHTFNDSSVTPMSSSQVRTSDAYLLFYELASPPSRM
#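 Deubiquitinase activity read as fluorescence (485/531 nm) after Ub-CHOP2 cleavage activates the enterokinase reporter on its substrate; USP2 core 10nM, Ub-CHOP2 and substrate 25nM each, 30min compound preincubation then 60min RT; data normalized to NEM, curves fitted.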
# GALK inhibitor: inhibitors of human galactokinase. P51570. Purified GALK, Kinase-Glo residual ATP luminescence. Potency, µM (top dose mostly 57.5 µM), without a hit: at the top dose activity change, negative = inhibition, most hits filed as inhibitors. hit rate 0.007% among 270,000; further: potency means the concentration at half of the fitted maximal effect; on the % scale 0 is the no-effect control and ±100 the full control effect
# Target sequence (P51570 whole entry, looked up): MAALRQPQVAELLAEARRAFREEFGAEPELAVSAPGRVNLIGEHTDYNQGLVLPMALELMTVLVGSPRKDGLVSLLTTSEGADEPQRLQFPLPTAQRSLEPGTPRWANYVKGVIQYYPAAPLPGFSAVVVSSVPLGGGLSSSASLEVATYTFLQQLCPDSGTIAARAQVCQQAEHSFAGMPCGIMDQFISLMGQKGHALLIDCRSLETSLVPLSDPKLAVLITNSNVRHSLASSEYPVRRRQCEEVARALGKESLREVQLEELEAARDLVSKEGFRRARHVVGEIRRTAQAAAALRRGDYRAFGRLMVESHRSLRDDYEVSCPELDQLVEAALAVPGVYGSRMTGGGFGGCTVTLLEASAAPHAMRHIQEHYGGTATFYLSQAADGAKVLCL
#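 The enzyme phosphorylates galactose (100 uM) using ATP (35 uM); inhibition is detected as higher residual ATP, quantified by bioluminescence after 1 h reaction at room temperature, pH 8.0.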
# Menin-MLL TR inh: menin-MLL binding inhibition, Texas Red mutant peptide | O00255 | hit rate 0.23% among 270,000 | Potency, µM (doses to about 61.6 µM), for the others: top-dose FP activity change, negative = inhibition, hits mostly inhibitors | Menin + Texas Red MLL mutant peptide, fluorescence polarization; active means well fitted inhibition curve with a large enough effect in the polarisation, with a control signal flat, not every such curve was filed as active; inconclusive means small, poorly fitted or top-dose-only effect, or effect the other way, or a change in a side signal; inactive means no such curve, though single readings can be large or run the other way; the % refers to the polarisation; further: potency means the concentration at half of the fitted maximal effect; % of control where 0% means no effect; many of its hits are not listed in these tables
# TRPV1 ag: human TRPV1 agonism; TRPV1-expressing cells, Fluo-8 calcium influx, agonist mode; activation, % at 8.33 µM; hit rate 0.19% among 320,000; in the data active means activation above about 80%; inconclusive means between about 30% and that limit; further: 0% is about no effect
#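 Fluo-8 calcium influx in TRPV1-expressing cells, kinetic read (ex 480/em 520 nm). Compound added and read 3 min for agonist activity, followed by capsaicin at EC20 final and 2 min further read for enhancement.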
# hERG WT inh: KCNH2 (human, wildtype) channel inhibition | U2OS, BacMam KCNH2, thallium flux FluxOr; active compounds read low | activity change, % at 1.84 µM | hit rate 0.37% among 340,000 | AID 720551;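 active means maximum activity change below -70%; inconclusive means maximum activity change between -70% and -50%; inactive means maximum activity change above -50%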; further: on the % scale 0 is the no-effect control and ±100 the full control effect
#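 U2OS cells were transduced with wild-type KCNH2 virus (2.03 x 10^8 / mL) for 4 h at room temperature, then cultured overnight at 37 C. Thallium flux was read with FluxOr dye. Rate constants were normalized to DMSO controls.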
# Coupling enz: counter-screen for Giardia aldolase inhibitors: coupling enzyme system; coupling enzyme system counterscreen, AmpLite Red fluorescence; activity change, negative = inhibition, % at 58.2 µM, hits read low; hit rate 0.67% among 290,000; AID 2472; in the data active means activity change below about -30%; further: on the % scale 0 is the no-effect control and ±100 the full control effect
#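 Compounds tested against the coupling enzymes alone at 57.5 uM final; readout was AmpLite Red fluorescence (525/598 nm) after 20 min at RT.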
# B2AR arrestin: beta2AR (human) beta-arrestin recruitment activity; P07550; beta-arrestin recruitment to beta2AR, cell-based reporter; Potency, µM (top dose mostly 46.1 µM), for the others: at the top dose activation, hits mostly activators; hit rate 0.02% among 330,000;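 further: potency means the concentration at half of the fitted maximal effect; 0% = DMSO controls and full agonism = EC100 isoproterenol or metaproterenol; nearly all actives have a fitted effect of over 65% in size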
# PKM2 activator: activators of human pyruvate kinase M2; purified PKM2, Kinase-Glo ATP luminescence, activation; response scale: 0% is enzyme alone, no compound; Potency, µM (doses to about 57.5 µM), without a hit: at the top dose activation, most hits filed as activators; hit rate 0.34% among 260,000; AID 1631; further: potency means the concentration at half of the fitted maximal effect; on the % scale 0 is the no-effect control and ±100 the full control effect; nearly all actives have a fitted effect of over 55% in size
#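 Kinase-Glo luminescence reports ATP generated from ADP (0.1 mM) and PEP (0.5 mM) by purified hPK-M2 after 1 h at room temperature, pH 7.2 imidazole buffer; intermediate enzyme activity allows detecting inhibitors and activators.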
# Numbers without * were called inactive; ? = inconclusive; . = not tested or not shown; & = joins results of further samples; [ ] = another dose, or the depositor's remark. Unless noted, the call rests on the fitted dose curve; in most records, active means well fitted curve in the direction sought with a large enough effect; inconclusive means small, poorly fitted or top-dose-only effect, or another doubt; inactive means no such curve, though single readings can be large; an effect the other way counts as inactive or inconclusive. A portion of the library; rates above refer to the full screens.
SMILES,Giardia killer,CXXC DNA block,KCNH2 3.1 block,USP2a inh,GALK inhibitor,Menin-MLL TR inh,TRPV1 ag,hERG WT inh,Coupling enz,B2AR arrestin,PKM2 activator
Cn1c(=O)oc2cc(S(=O)(=O)CCC(=O)N3CCN(c4ccccc4)CC3)ccc21,-12,-3%,15,2%,-4%,.,-6,2,.,0.3%,.
COc1ccc(O)c(/C=N/N2CCOCC2)c1,-4,-4%,-9,10%,-2%,.,20,-4,-1,0.0%,-12%
CSc1ccccc1C(=O)Nc1cc([N+](=O)[O-])ccc1C,15,10%,-3,2%,5%,2%,1,-26,1,-0.3%,11%
C=CCn1c(=NC(=O)c2cc(-c3cccs3)nc3ccccc23)sc2cc(S(N)(=O)=O)ccc21,-7,8%,-7,0%,-2%,?,-3,3,0,2.7%,2%
CCCCNC(=O)COC(=O)c1ccc(NS(=O)(=O)c2ccc3c(c2)OCCO3)cc1,-1,-13%,-6,0%,0%,8%,7,-15,10,-0.3%,6%
CCOC(=O)C(C)(C)Oc1ccc(Cl)cc1,-4,6%,14,2%,.,1%&-2%&14%&-11%,-2,-5,-1&2,0.0%,.
Cn1c(=O)cc(-c2ccccc2)c2ccccc21,-1,5%,8,3%,-3%,0%,4,-22,3,-0.7%,0%
Cc1ccc(CN2CCN(CCCc3ccccc3)CC2CCO)cc1 (stereo unspecified),-8,3%,-75*,-6%,-2%,-20%,4,10,2,0.4%,-5%
CC(=O)Nc1ccc(NC(=O)C(C)OC(=O)c2ccc(-n3cnnn3)cc2)cc1 (stereo unspecified),-13,.,10,1%,.,.,-1,-3,.,-0.3%,.
CC(=O)c1c(OC(=O)c2ccc(C)cc2)c2ccccc2n1C,-6,63%[activator],-16,-7%,0%,-21%,-2,-7,-5,0.8%,?
COc1ccc(Cc2noc(CN3CCN(C4CCc5ccccc5C4)CC3)n2)cc1OC (stereo unspecified),-1,-9%,-7,1%,-1%,-1%,?,5,1,-1.1%,-15%
CCC1CCc2sc(C(=O)N3CCCN(C)CC3)cc2C1 (stereo unspecified),34[activator],-8%,20,-1%,-1%,-12%,3,20,2,-0.7%,-4%
Cc1ccc(S(=O)(=O)N2CCCCC2)cc1NC(=O)Cn1ccc(C(F)(F)F)n1,9,?,8,13%,8%,17%,4,-3,0,-0.1%,-2%
Cc1cc(C)nc(SCc2nc3ccccc3n2C)n1,-4,-2%,-2,0%,-3%,5%,1,13,2,-0.9%,-9%
CC(=O)c1ccc(OCC(O)CNCc2ccc3c(c2)OCO3)cc1 (stereo unspecified),-8,-4%,-3,5%,-2%,.,3,-6,4,-0.3%,-2%
COC(=O)c1ccc(COc2ccccc2/C=N/Nc2cccc(C(=O)O)c2)cc1,4,-4%,1,3%,0%,16%,2,7,0,0.0%,0%
Cc1ncoc1C(=O)N1CCCC(C(=O)c2ccc(-c3ccccc3)cc2)C1 (stereo unspecified),-28,0%,19,-1%,3%,-3%,26,-2,3,-0.4%,1%
Fc1ccc(Nc2ncnc3sc4c(c23)CCC4)cc1,-27,3%,3,-1%,0%,15%,81*,-8,-1,0.0%,8%
COc1ccc(NC(=O)CSc2nnnn2C)cc1S(=O)(=O)N1CCCCC1,-14,.,13,1%,.,.,-4,-9,.,0.2%,.
Cn1nccc1C(=O)Nc1nnc(C2CC2)s1,-12,-13%,7,1%,-4%,.,-1,6,.,-0.4%,-28%
COc1ccc(S(=O)(=O)N(C)c2ccc(C(=O)N3CCN(c4ccccc4)CC3)cc2)cc1OC,-15,-6%,7,0%,3%,.,-6,15,.,3.3%,-1%
CSC1=C(C#N)C(c2ccc(Cl)cc2)C2=C(CC(C)(C)CC2=O)N1 (stereo unspecified),-5,-11%,4,2%,4%,14%,19,-5,-10,0.5%,-1%
NS(=O)(=O)c1ccc(O)c(NC(=O)c2ccc([N+](=O)[O-])cc2)c1,7,-4%,5,0%,0%,17%,2,2,1,0.3%,-4%
Cc1ccc[n+](CC(=O)Nc2cc(C(F)(F)F)ccc2Cl)c1,-1,-6%,11,3%,0%,-1%,-1,0,2,-0.4%,-1%
Cc1ccc(SCc2c(C(=O)N/N=C/c3ccccc3)nnn2-c2nonc2N)cc1,11,-9%,-15,-1%,5%,.,?,2,4,-0.7%,-1%
CC(NC(=O)CCC(=O)c1ccccc1)c1ccc(F)cc1 (stereo unspecified),-5,.,-3,0%,.,.,17,-7,.,0.4%,.
COc1ccc(N=C2NC(=O)/C(=C\c3ccco3)S2)cc1,-8,15%,15,0%,5%,?,15,-2,2,0.3%,20%
CCN1CCN(CCNC(=O)c2cc(Cl)c(NC(=O)C3=C(C)OCCS3)cc2OC)CC1,-1,13%,12,-1%,-3%,-7%,3,-4,-3,0.4%,-7%
C/C(=N\NS(C)(=O)=O)c1ccc(C)cc1,12,6%,6,6%,-1%,4%,-1,0,0,-0.1%,-7%
O=c1c2c3c(sc2n2c(=S)[nH]nc2n1-c1ccccc1)CCC3,-11,-6%,-1,0%,3%,.,1,2,4,-1.6%,0%
CSc1nc(C)cc(-n2cc(F)c(=O)[nH]c2=O)n1,4,-2%,15,0%,0%,-2%,-4,23,3,0.0%,-3%
COc1ccc(NC(=O)Nc2cccc3c2O[C@@H](CN(C)CC2CCCCC2)[C@@H](C)CN([C@H](C)CO)C3=O)cc1,16,.,0,0%,.,.,.,-25,.,3.4%,.
O=C1NC[C@@H](Cc2cccc3ccccc23)N(CCc2cc(C(F)(F)F)cc(C(F)(F)F)c2)C1=O,?,-24%,-10,-14%,3%,.,-1,1,-6,0.5%,-3%
COc1ccc(Nc2nc(NN)nc(C)c2[N+](=O)[O-])cc1,-24,-7%,6,3%,2%,?,0,-9,-4,-0.2%,8%
COc1cccc(/C=N/NC(=O)c2cnccn2)c1OC,0,0%,6,0%,0%,.,-3,-7,1,0.9%,-3%
COc1ccc(OC)c(Nc2ncnc3sc(-c4ccccc4)cc23)c1,-14,2%,-18,1%,1%,?,2,-11,0,-0.8%,3%
COc1ccc(NC(=O)CCSc2ccc(C)cc2)cc1S(=O)(=O)Nc1ccccc1Cl,1,-3%,-28,2%,2%,27%,2,15,0,-1.6%,-20%
CCc1cccc2c(SCC(=O)NCC3CCCO3)nc(-c3ccc(F)cc3)nc12 (stereo unspecified),-4,1%,-16,0%,0%,-11%,-4,6,0,0.1%,1%
CC1CCC(NC(=O)CN2C(=O)COc3ccc(S(=O)(=O)N4CCCC4)cc32)CC1 (stereo unspecified),.,-5%,.,0%,0%,-1%,-1,.,2,0.5%,-3%
CC1CN(C(=O)CCC(=O)NCc2ccc(F)cc2)c2ccccc2S1 (stereo unspecified),33[activator],.,12,2%,.,-6%,24,-9,4,-1.3%,13%
COc1ccc(OC)c(CN2CCCC(CO)C2)c1 (stereo unspecified),8,5%,0,0%,0%,5%,-4,-1,2,0.0%,-6%
CN(C(=O)c1cnccn1)c1nnc(-c2cnccn2)s1,9,-7%,7,1%,0%,-14%,-1,0,-1,-0.1%,-1%
N#Cc1ccc(OCC(=O)N/N=C/C2CC=CCC2)cc1 (stereo unspecified),-5,12%,7,4%,-1%,-6%,3,-9,-1,-0.4%,3%
COC(=O)CSc1cc([N+](=O)[O-])cc2c1c(C1OCCO1)nn2-c1ccccc1,-4,-1%,4,2%,.,-4%,4,-16,-1,-1.2%,0%
Nc1nsc2ccccc12,-28,-6%,0,2%,2%,15%,2,-18,2,-0.1%,-8%
C=CCn1c(=S)[nH]c2cc(C(=O)Nc3ccc(F)cc3)ccc2c1=O,-1,0%,-9,2%,0%,?,?,-11,1,0.4%,4%
COc1ccc(N2CCN(c3oc(COc4ccccc4)nc3C#N)CC2)cc1,7,1%,-26,0%,-2%,-16%,2,13,1,0.1%,1%
COc1ccccc1Nc1nc(NCC2CCCO2)c2ccccc2n1 (stereo unspecified),16,-1%,-5,1%,3%,-17%,-11,0,-1,-0.1%,1%
Cc1ccc(C(=O)N[C@H](C(=O)OCC(=O)c2ccc[nH]2)C(C)C)cc1,9,1%,-9,0%,-1%,-5%,1,-1,0,-1.5%,1%
CCCCCN(C(=O)CN(C)Cc1ccc(OC)cc1OC)c1c(N)n(CCCC)c(=O)[nH]c1=O,-26,10%,4,-2%,-4%,.,1,1,4,-0.8%,-3%
O=C(O)c1ccccc1-c1ccccc1C(=O)Nc1cccc(O)c1,3,4%,-4,1%,0%,-10%,3,1,1,0.1%,-1%
Cc1nn(C)c(Cl)c1S(=O)(=O)N1CCC(CO)(CCc2ccccc2)CC1,10,19%,11,3%,-1%,6%,0,-14,9,-0.4%,3%

# Screening data (PubChem)
